Bcl-B Bim block: human Bim-Bcl-B interaction inhibition. Q9HD36. bead-based flow cytometry, Bim peptide-Bcl-B binding. inhibition, % at 10 µM. actives 0.073% (n = 190,000). AID 951;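 also: 0% = tracer peptide without compound and 100% = reference inhibitor peptide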
Mcl1 Bid PPI: disrupts binding of human Mcl-1 to Bid peptide. TR-FRET Mcl-1/Bid-Dy647 peptide binding, 1536-well. AID 1021. actives 0.97% (n = 220,000). inhibition, % at 21.7 µM;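 active = compounds that cut the binding signal by more than half at the single screening dose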;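 also: His-tagged Mcl-1 with europium anti-His antibody binding Bid BH3 peptide; 0% = Mcl-1 plus peptide wells and 100% = peptide-only wells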
Target sequence (Q07820 whole entry, looked up): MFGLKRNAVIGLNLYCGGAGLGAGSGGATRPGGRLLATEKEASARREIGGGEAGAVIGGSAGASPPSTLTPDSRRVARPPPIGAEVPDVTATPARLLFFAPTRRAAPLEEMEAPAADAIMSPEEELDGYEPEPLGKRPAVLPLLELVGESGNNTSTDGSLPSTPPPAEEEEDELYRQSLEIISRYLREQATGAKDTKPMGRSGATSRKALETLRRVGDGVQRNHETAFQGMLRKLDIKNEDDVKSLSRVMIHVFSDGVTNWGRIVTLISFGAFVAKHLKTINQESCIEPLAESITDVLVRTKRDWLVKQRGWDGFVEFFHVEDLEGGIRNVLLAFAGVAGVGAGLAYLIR
Bim-Bcl-W: human Bim-Bcl-W interaction inhibition; bead-based flow cytometry, Bim peptide-Bcl-W binding; actives 0.02% (n = 190,000); AID 952; inhibition, % at 10 µM; Q92843;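 also: 0% = bound tracer without compound and 100% = peptide blocker; higher means less fluorescent Bim peptide bound to Bcl-W beads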
Bim-Bfl-1: disrupts Bim binding to human Bfl-1; Q16548; Bead-based flow cytometry, Bim-Bfl-1 binding inhibition; inhibition, % at 10 µM; actives 0.12% (n = 190,000); AID 1008;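 also: 0% = wells without compound plus tracer and 100% = blocker peptide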
Bcl-XL Bim block: inhibitors of Bim-Bcl-XL interaction, human. actives 0.04% (n = 190,000). inhibition, % at 10 µM. Bim peptide-Bcl-XL binding, bead flow cytometry, fluorescence. Q07817
Target sequence (Q07817 whole entry, looked up): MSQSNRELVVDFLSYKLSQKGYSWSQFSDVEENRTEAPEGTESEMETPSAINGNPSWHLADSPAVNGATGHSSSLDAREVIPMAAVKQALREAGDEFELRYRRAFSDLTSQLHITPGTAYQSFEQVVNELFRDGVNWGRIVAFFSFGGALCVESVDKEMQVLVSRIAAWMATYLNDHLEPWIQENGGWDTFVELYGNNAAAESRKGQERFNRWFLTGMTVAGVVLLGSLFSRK
RGS7-Gao reg: human RGS7-Galphao interaction regulation | P09471 | Multiplexed bead flow cytometry, RGS7-Galphao binding; actives lie on both sides | binding response (% of control), % at 10 µM | actives 0.35% (n = 220,000); in the data active = binding response below about 49% or above about 150%; inconclusive = no clear call, values can overlap the other calls; inactive = in between;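 also: fluorescent Galphao held in activated GDP-AlF4 state binding bead-coupled RGS7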
Target sequence (P09471 whole entry, looked up): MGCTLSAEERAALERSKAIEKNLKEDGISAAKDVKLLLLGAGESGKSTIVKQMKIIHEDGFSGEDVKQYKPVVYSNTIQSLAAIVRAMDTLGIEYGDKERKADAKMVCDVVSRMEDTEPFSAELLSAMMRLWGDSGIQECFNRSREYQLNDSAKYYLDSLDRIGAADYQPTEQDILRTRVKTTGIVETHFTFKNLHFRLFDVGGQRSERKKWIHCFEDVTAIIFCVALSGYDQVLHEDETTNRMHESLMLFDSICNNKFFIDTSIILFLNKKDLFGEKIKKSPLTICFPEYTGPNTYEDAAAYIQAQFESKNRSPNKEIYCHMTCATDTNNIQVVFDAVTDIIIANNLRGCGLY
Bcl-2 Bim block: human Bim-Bcl-2 interaction inhibition. P10415. Bead-based flow cytometry, Bim peptide-Bcl-2 binding. inhibition, % at 10 µM. actives 0.06% (n = 190,000); in the data active = inhibition above about 40%; inconclusive = no clear call, values can overlap the other calls;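 also: 0% = no compound wells with probe peptide and 100% = reference peptide inhibitor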
RGS8-Gao reg: regulators of human RGS8-Galphao interaction; multiplexed bead flow cytometry, RGS8-Galphao binding; actives lie on both sides; response (percent of control binding), % at 10 µM; actives 0.34% (n = 220,000); AID 1423; in the data active = response below about 60% or above about 140%; inactive = in between;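 also: Galphao activated as the GDP aluminium fluoride complex binding bead-coupled RGS8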
RGS4-Gao reg: modulates binding of RGS4 to human Galphao | P09471 | Multiplexed bead flow cytometry; actives lie on both sides | binding response (% of control), % at 10 µM | actives 0.33% (n = 220,000) | AID 1415; in the data active = binding response below about 49% or above about 150%; inactive = in between;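 also: fluorescent Galphao activated with aluminum fluoride binding bead-coupled RGS4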
Mcl1 Noxa PPI: Mcl-1/Noxa interaction inhibition | Q07820 | TR-FRET Mcl-1/Noxa peptide binding, 2 h | inhibition, % at 21.7 µM | actives 1.5% (n = 220,000) | AID 1022;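 active = compounds that cut the protein-peptide binding signal by more than 50% relative to plate controls in a single-dose test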;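 also: His-tagged Mcl-1 with rhodamine Noxa BH3 peptide and terbium anti-His antibody; 0% = Mcl-1 plus Noxa peptide wells and 100% = peptide-only wells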
Bim-Mcl-1: human Bim-Mcl-1 interaction inhibition. Bead-based flow cytometry, Bim peptide-Mcl-1 binding. Q07820. actives 0.1% (n = 190,000). inhibition, % at 10 µM;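 also: 0% = no compound tracer wells and 100% = peptide blocker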
* marks the source's active call; other numbers are inactive results; ? = inconclusive; . = no result given. Rule as the data show it, unless noted: active = inhibition above about 40%.

Bcl-B Bim block	Mcl1 Bid PPI	Bim-Bcl-W	Bim-Bfl-1	Bcl-XL Bim block	RGS7-Gao reg	Bcl-2 Bim block	RGS8-Gao reg	RGS4-Gao reg	Mcl1 Noxa PPI	Bim-Mcl-1	Compound
-2	-20	4	-10	-3	98	-3	101	99	11	3	O=C(NC1CC1)c1ccc(F)cc1Cl
-4	2	-2	-4	-5	98	-1	102	102	13	-3	Cc1ccc2cc(C(c3nnnn3C3CCCC3)N(Cc3cccnc3)Cc3ccco3)c(=O)[nH]c2c1 (centres undefined)
0	3	9	-5	0	98	-4	98	99	3	4	COc1ccc(-c2cc(C(F)(F)F)n3nc(C(=O)NCc4ccco4)cc3n2)cc1OC
-9	2	-2	-15	-5	100	-5	100	102	-32	-1	CCOC(=O)N1CCN(c2c(-c3ccc(C)cc3)c(=O)c2=O)CC1
-3	-48	1	-6	-3	99	-3	102	99	14	0	O=C(/C=C/c1ccccc1)Oc1coc(CSc2ncccn2)cc1=O
-15	-10	-3	-7	-6	101	-7	100	102	24	-3	CCc1nnc(NC(=O)CSc2nccn2-c2cccc(C)c2C)s1
-9	-3	-2	-9	-4	104	-7	99	101	11	-1	Fc1ccc(-c2cc(C(F)(F)F)nc(-n3cncn3)n2)cc1
0	10	2	-1	-1	100	2	101	98	22	-4	COC(=O)CN1C(=S)N(c2ccc(Cl)cc2)C(=O)C1CC(=O)Nc1ccccc1 (centres undefined)
4	4	0	1	1	99	0	97	101	7	-2	COCCNC(=O)c1onc(CSc2ccc(F)c(F)c2)c1C(=O)O
-1	13	-5	-5	-4	99	-10	99	97	22	-1	CCCn1c(Nc2ccccc2)nc2ccccc21
4	-19	1	0	3	98	-1	101	98	43	2	CCC(=O)Nc1ccc2c(c1)C(=O)c1ccccc1C2=O
-11	-50	0	7	7	104	7	102	106	-43	0	C/C(=N\Nc1ncc(Cl)cc1Cl)c1ccccn1
-9	-11	0	-11	-5	101	-8	104	102	8	-1	CN(C)S(=O)(=O)N1CCCN(S(=O)(=O)N(C)C)CC1
-7	-97	2	0	-3	100	-5	99	97	55*	0	O=[N+]([O-])c1ccccc1NC(=S)N/N=C/c1ccc(O)c(O)c1
-3	27	0	-5	-1	101	0	104	103	21	0	CCOC(=O)c1c(CCl)nc2ccccc2c1C
.	-15	.	.	.	?	.	97	93	-4	.	COc1ccc(C(=O)NCCCn2ccnc2)cc1[N+](=O)[O-]
1	-9	1	-10	0	95	-2	100	97	-4	0	CCC(=O)N1CCN=C1SCc1ccc(F)cc1
-2	0	4	-8	-1	97	-1	102	99	11	2	COC(=O)C(C)Oc1ccc2c(-c3cccc([N+](=O)[O-])c3)cc(=O)oc2c1 (centres undefined)
-2	9	0	-1	-4	96	-2	101	97	-6	-2	COc1cc(S(=O)(=O)Nc2cccc(C(=O)O)c2)c(OC)cc1Cl
-4	6	-2	1	-1	99	0	102	103	26	-4	Cc1ccccc1Cn1ccc(=NCc2ccccc2)cc1
-4	-31	-2	-8	-8	107	-5	101	102	-5	0	O=C1[C@@H]2CSCN2C(=O)CN1CCc1cccc(F)c1
-8	-8	-1	-9	-4	101	-5	102	98	4	0	CC(C)C(NC(=O)CSc1ccc(Cl)cc1)C(C)C
-5	3	-1	0	0	105	-4	99	97	9	-2	Cc1ccc(-n2c(SCC(=O)Nc3ccc4c(c3)OCCO4)nnc2-c2ccco2)cc1
0	-30	-1	-3	0	97	-1	99	97	3	-1	Cc1csc(=Nc2cccnc2)n1Cc1ccco1
-2	2	-5	0	-2	95	-1	100	100	2	-6	Cc1cc(C)nc(-n2nc(C)c(Br)c2Nc2ccc(Br)cc2)n1
-2	9	-1	-6	0	?	1	94	91	0	0	CN=C1SC(CC(=O)Nc2ccc(F)cc2F)C(=O)N1/N=C/c1ccc(OC(F)F)c(OC)c1 (centres undefined)
0	2	1	0	0	97	4	100	102	16	1	CCn1nnnc1SCC(=O)Nc1ccc2c(c1)OCCO2
0	-14	2	8	1	101	-2	100	100	24	-3	CCOC(=O)C1CCN(c2ccc([N+](=O)[O-])c(C(C)=O)c2)CC1
3	-30	3	0	3	96	5	99	96	1	3	O=C(CN1C(=O)C2C3C=CC(C3)C2C1=O)NCc1ccc2c(c1)OCO2 (centres undefined)
-6	-18	0	-9	0	100	-3	103	100	18	2	COc1ccc(NC(=O)Nc2ccccc2OC)cc1
1	-4	-1	0	-3	103	-1	102	103	1	-1	N#Cc1c(NC(=O)CSC2=NCCS2)sc2c1CCCC2
-8	7	-3	-7	-7	101	-2	102	99	15	-2	O=C(NC(Cc1ccccc1)C(=O)O)/C(=C/c1ccc(F)cc1)NC(=O)c1ccccc1 (centres undefined)
-7	3	2	-10	-3	93	-7	99	99	14	0	CCCCN(CCCC)CC(O)CN1C(=O)NC(C)(C)C1=O (centres undefined)
-4	8	-1	-5	-1	?	-4	101	105	17	0	Cc1cc(CNC(=O)COc2ccc(C#N)cc2)c2ccccc2n1
-7	-11	2	-10	-5	95	-9	99	100	3	0	O=C(OCc1nc2ccccc2c(=O)[nH]1)c1cccs1
1	-25	8	-3	1	100	-2	108	99	-3	7	CN1C(=O)c2cccc(NCCCCCCN3C(=O)c4ccccc4C3=O)c2C1=O
-3	-14	-4	2	-1	98	-2	96	100	18	-3	CCC(Sc1nc2sc(C(=O)OC)c(C)c2c(=O)n1N)C(=O)NCC1CCCO1 (centres undefined)
-13	-25	-1	-16	-11	96	-4	99	100	6	-5	COc1ccc(Cn2c(SCC(=O)NCc3ccco3)nc3ccsc3c2=O)cc1
2	-45	0	0	0	81	4	88	78	-1	-2	O=C(COC(=O)c1cc[n+]([O-])cc1)Nc1ccc2c(c1)OCCO2
5	-3	4	10	2	94	0	100	98	46	1	COc1ccccc1-c1nn2c(-c3ccco3)nnc2s1
-8	-15	-2	-19	-7	103	-6	98	99	-16	-3	Cc1cc(CSc2ccccc2)ccc1NC(=O)c1cccc([N+](=O)[O-])c1
.	-89	.	.	.	?	.	95	92	-59	.	CN(C)c1ccc(-c2cccc(C3CC=CC4C3C(=O)N(Cc3ccccc3)C4c3ccc4ccccc4c3)c2)cc1 (centres undefined)
0	-8	2	-2	-1	102	0	103	101	0	1	COc1ccc(N2C(=O)CCC(C(=O)N3CCCCCC3)C2c2ccc(OC)c(OC)c2)cc1 (centres undefined)
6	7	2	8	0	104	6	97	103	-14	2	CC1(NC(=O)CC[N+](C)(C)CCO)CS(=O)(=O)CC1S(=O)(=O)[O-] (centres undefined)
-5	-12	-3	-7	-5	98	0	99	99	-24	-2	Cc1ccc(-c2nnc(CSc3nncn3N)o2)cc1
-4	-21	-2	-3	-1	126	-2	100	119	23	-5	O=C(Nc1ccc2ccccc2c1)c1onc2c1CCCC2
-11	-42	-2	-5	-3	101	-6	95	86	8	-2	COC(=O)c1cccnc1NC(=S)NC(C)C
0	-5	-2	-2	-5	101	-1	103	98	11	-2	COc1ccccc1/C=N/NC(=O)c1ccc(=O)n(C)c1

A different layout for four compounds above:
CN(C)c1ccc(-c2cccc(C3CC=CC4C3C(=O)N(Cc3ccccc3)C4c3ccc4ccccc4c3)c2)cc1 (centres undefined)
  Bcl-B Bim block: .
  Mcl1 Bid PPI: -89
  Bim-Bcl-W: .
  Bim-Bfl-1: .
  Bcl-XL Bim block: .
  RGS7-Gao reg: ?
  Bcl-2 Bim block: .
  RGS8-Gao reg: 95
  RGS4-Gao reg: 92
  Mcl1 Noxa PPI: -59
  Bim-Mcl-1: .

COc1ccc(N2C(=O)CCC(C(=O)N3CCCCCC3)C2c2ccc(OC)c(OC)c2)cc1 (centres undefined)
  Bcl-B Bim block: 0
  Mcl1 Bid PPI: -8
  Bim-Bcl-W: 2
  Bim-Bfl-1: -2
  Bcl-XL Bim block: -1
  RGS7-Gao reg: 102
  Bcl-2 Bim block: 0
  RGS8-Gao reg: 103
  RGS4-Gao reg: 101
  Mcl1 Noxa PPI: 0
  Bim-Mcl-1: 1

CC1(NC(=O)CC[N+](C)(C)CCO)CS(=O)(=O)CC1S(=O)(=O)[O-] (centres undefined)
  Bcl-B Bim block: 6
  Mcl1 Bid PPI: 7
  Bim-Bcl-W: 2
  Bim-Bfl-1: 8
  Bcl-XL Bim block: 0
  RGS7-Gao reg: 104
  Bcl-2 Bim block: 6
  RGS8-Gao reg: 97
  RGS4-Gao reg: 103
  Mcl1 Noxa PPI: -14
  Bim-Mcl-1: 2

Cc1ccc(-c2nnc(CSc3nncn3N)o2)cc1
  Bcl-B Bim block: -5
  Mcl1 Bid PPI: -12
  Bim-Bcl-W: -3
  Bim-Bfl-1: -7
  Bcl-XL Bim block: -5
  RGS7-Gao reg: 98
  Bcl-2 Bim block: 0
  RGS8-Gao reg: 99
  RGS4-Gao reg: 99
  Mcl1 Noxa PPI: -24
  Bim-Mcl-1: -2

The list goes on:
Bcl-B Bim block	Mcl1 Bid PPI	Bim-Bcl-W	Bim-Bfl-1	Bcl-XL Bim block	RGS7-Gao reg	Bcl-2 Bim block	RGS8-Gao reg	RGS4-Gao reg	Mcl1 Noxa PPI	Bim-Mcl-1	Compound
-4	-23	-4	-7	-2	?	-4	95	91	8	0	Cc1ccc(-c2noc(-c3ccoc3C)n2)cc1
-1	-6	-3	-1	-4	101	-5	100	104	6	-1	CC1=C/C(=N\Nc2ccccc2[N+](=O)[O-])CC(C)(C)C1
-6	-23	-2	-16	-6	93	-11	96	98	-11	-4	O=C(COc1ccccc1)N1CCN(c2nnc(-c3ccccc3)c3ccccc23)CC1
-2	-8	-1	-5	1	101	0	102	100	18	2	O=C(O)CSCc1nc2ccccc2[nH]1
0	-22	-1	1	-2	92	-2	85	94	-12	0	COC(=O)c1ccc2nc(-c3ccc(S(C)(=O)=O)cc3)cn2c1
.	-53	.	.	.	?	.	96	94	-10	.	O=C(NCc1nc2ccccc2[nH]1)C1=C[C@H](c2ccccc2)C[C@H](OCCCCO)O1
0	-74	0	0	1	102	0	101	102	-16	-1	COC(=O)c1ccccc1OCC(=O)N1CCN(c2ccc(F)cc2)CC1
-6	-18	1	-12	-4	104	-10	101	105	4	0	COc1ccc(N2CCN(Cc3cc(=O)oc4cc(C)c(Cl)c(C)c34)CC2)cc1

Screens: PubChem, several laboratories
